Source: PubChem BioAssay
NCOA3 inh = inhibits human SRC3 coactivator; Q9Y6Q9; HEK293 GAL4-SRC3 luciferase reporter, luminescence; inhibition, % at 3.6 µM; 360,000 compounds, 0.17% hits; AID 588352;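 active = inhibition above a per-campaign cutoff, the mean of all compounds plus 3 SD, cut at about 60% in these data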;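 also: 0% = DMSO-treated cells and 100% = gossypol-treated cells at 36 µM; higher means less SRC3-driven luciferase light from the GAL4 reporter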
TROY NFkB inh = TROY signaling inhibition. Q293 LMP1-TROYcd NF-kB luciferase reporter, 4 h. 360,000 compounds, 0.98% hits. inhibition, % at 10 µM. AID 1347056;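 active = compounds whose plate-normalised and pattern-corrected inhibition of the luciferase reporter signal at the single screening dose is 50% or more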
CF NFkB block = blocks PAF-induced NF-kB reporter in cystic fibrosis cells | KKLEB NF-kB-GFP reporter, GFP fluorescence overnight | 360,000 compounds, 0.86% hits | inhibition, % at 5 µM;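 active = at least 50% inhibition at 5 µM, scaled per plate between neutral and stimulator controls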;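 also: PAF is a Pseudomonas aeruginosa culture filtrate used as stimulus; plate controls were PAF-stimulated DMSO wells for no effect and unstimulated DMSO wells for full effect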
EBV LMP1 NFkB = Epstein-Barr LMP1 NF-kappaB reporter inhibition; LMP1-induced NF-kappaB luciferase reporter cells, luminescence; inhibition, % at 12.5 µM; 350,000 compounds, 0.69% hits; AID 504558; in the data active = inhibition above about 41%;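 also: 0% = neutral control wells and 100% = reference inhibitor control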
Shn3 3UTR inh = reduces Shn3 3'UTR luciferase signal in osteoblasts; Clone20 osteoblast Shn3 3'UTR firefly luciferase, 24 h; inhibition, % at 12.5 µM; 360,000 compounds, 0.52% hits; AID 588674;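 active = mean inhibition of at least 75% with every replicate also reaching 75%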;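 also: 0% = median of neutral control wells and 100% = pilot-screen positive control compound; some compounds past the cut are filed as inactive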
TWEAK-Fn14 inh = blocks TWEAK-Fn14 interaction in a reporter cell assay; AID 1159606; TWEAK-stimulated Fn14 reporter cells, luciferase luminescence, 8 h; 360,000 compounds, 2% hits; inhibition, % at 10 µM; in the data active = inhibition above about 50%
LRH-1 inv ag = suppresses constitutive activity of human LRH-1; O00482; HEK293T StAR-luciferase reporter, LRH-1 transfected, 24 h; inhibition, % at 3.6 µM; 360,000 compounds, 0.13% hits; AID 602396;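 active = inhibition above the mean inhibition of all tested compounds plus 3 SD, cut at about 73% in these data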;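 also: 0% = DMSO wells and 100% = reporter-only cells lacking LRH-1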
NCOA1 inh = inhibits human SRC1 coactivator | Q15788 | AID 588354 | HEK293 GAL4-SRC1 luciferase reporter, luminescence | 360,000 compounds, 0.12% hits | inhibition, % at 3.6 µM;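 active = inhibition above the campaign mean plus 3 SD, with each screening campaign given its own cutoff, cut at about 60% in these data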;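 also: 0% = DMSO treated cells and 100% = gossypol at 36 µM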
Target sequence (Q15788 whole entry, looked up, the tested form may be a part): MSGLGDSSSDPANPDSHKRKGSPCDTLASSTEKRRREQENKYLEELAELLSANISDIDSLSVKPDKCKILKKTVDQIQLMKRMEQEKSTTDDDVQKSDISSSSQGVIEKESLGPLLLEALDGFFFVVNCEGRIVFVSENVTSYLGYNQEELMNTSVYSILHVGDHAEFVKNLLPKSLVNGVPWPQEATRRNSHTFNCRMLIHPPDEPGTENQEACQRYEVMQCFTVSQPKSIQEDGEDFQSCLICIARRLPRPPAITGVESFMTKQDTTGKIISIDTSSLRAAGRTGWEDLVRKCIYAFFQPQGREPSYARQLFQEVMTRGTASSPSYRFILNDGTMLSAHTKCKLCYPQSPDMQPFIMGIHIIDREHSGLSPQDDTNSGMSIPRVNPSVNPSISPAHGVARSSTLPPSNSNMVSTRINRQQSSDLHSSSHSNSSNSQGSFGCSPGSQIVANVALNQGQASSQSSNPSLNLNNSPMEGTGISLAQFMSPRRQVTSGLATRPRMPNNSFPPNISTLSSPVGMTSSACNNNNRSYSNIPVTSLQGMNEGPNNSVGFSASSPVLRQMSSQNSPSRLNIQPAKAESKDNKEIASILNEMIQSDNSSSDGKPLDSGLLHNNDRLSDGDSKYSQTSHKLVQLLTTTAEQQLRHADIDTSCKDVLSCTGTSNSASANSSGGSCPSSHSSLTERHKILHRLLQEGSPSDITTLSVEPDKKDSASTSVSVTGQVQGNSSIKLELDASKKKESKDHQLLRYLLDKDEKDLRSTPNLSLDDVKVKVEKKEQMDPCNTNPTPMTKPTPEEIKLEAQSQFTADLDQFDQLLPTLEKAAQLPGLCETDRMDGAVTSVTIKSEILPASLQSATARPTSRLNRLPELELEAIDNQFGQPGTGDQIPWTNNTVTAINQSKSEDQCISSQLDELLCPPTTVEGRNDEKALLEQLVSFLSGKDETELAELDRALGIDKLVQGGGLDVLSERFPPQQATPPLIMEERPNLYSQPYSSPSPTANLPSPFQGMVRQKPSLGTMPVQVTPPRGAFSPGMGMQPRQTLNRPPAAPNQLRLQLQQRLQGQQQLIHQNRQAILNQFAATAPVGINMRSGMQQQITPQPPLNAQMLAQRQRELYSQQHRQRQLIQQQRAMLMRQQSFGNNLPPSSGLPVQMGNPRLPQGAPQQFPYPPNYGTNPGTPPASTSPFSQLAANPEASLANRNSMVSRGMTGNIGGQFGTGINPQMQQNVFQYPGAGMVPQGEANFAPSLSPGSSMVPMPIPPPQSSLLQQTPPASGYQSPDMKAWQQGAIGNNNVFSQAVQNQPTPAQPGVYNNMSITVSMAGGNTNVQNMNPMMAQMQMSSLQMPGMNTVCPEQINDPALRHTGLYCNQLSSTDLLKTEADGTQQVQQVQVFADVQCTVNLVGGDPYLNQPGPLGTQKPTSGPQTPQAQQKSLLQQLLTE
KKLEB cytotox = reduces viability of KKLEB cystic fibrosis airway cells. KKLEB CF airway cells viability, ATPlite luminescence, overnight; active compounds read low; cells stimulated with P. aeruginosa culture filtrate. activity change (cytotoxicity), % at 5 µM. 360,000 compounds, 0.36% hits;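 active = corrected activity change at or below -50% at 5 µM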
TRAIL sens C8 = caspase-8 TRAIL sensitization; NB7+C8 cells + TRAIL, ATPlite viability luminescence; inhibition (viability loss, TRAIL sensitization), % at 10 µM; 360,000 compounds, 1% hits;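 active = compounds causing at least 50% loss of cell viability in the single-dose screen, relative to plate controls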
NR2F2 inh = inhibitors of human COUP-TFII (NR2F2); P24468; HEK293T NGFI-A luciferase reporter, luminescence; inhibition, % at 8.6 µM; 370,000 compounds, 0.7% hits;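 active = inhibition above a per-plate cutoff, mean inhibition of test wells between control levels plus 3 SD, cut at about 38% in these data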;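 also: cells cotransfected with COUP-TFII expression vector driving the NGFI-A reporter; 0% = median of COUP-TF2 test wells and 100% = reporter-only cells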
Numbers without * were called inactive. These rows are one share of the data; the hit share may differ from the screen's.

What do the screens show for `CCCCN(C(=O)/C=C/c1ccco1)c1c(N)n(CC(C)C)c(=O)[nH]c1=O`?
NCOA3 inh: -7; TROY NFkB inh: -4; CF NFkB block: -20; EBV LMP1 NFkB: -7; Shn3 3UTR inh: 0; TWEAK-Fn14 inh: 12; LRH-1 inv ag: -10; NCOA1 inh: 3; KKLEB cytotox: -3; TRAIL sens C8: -13; NR2F2 inh: 5

How did CCN(C(=O)COC(=O)CSc1ccc(C)c(C)c1)C1CCS(=O)(=O)C1 (stereo unspecified) do in these assays?
NCOA3 inh: 16; TROY NFkB inh: 5; CF NFkB block: 19; EBV LMP1 NFkB: -2; Shn3 3UTR inh: 0; TWEAK-Fn14 inh: -8; LRH-1 inv ag: 9; NCOA1 inh: -12; KKLEB cytotox: -8; TRAIL sens C8: -26; NR2F2 inh: -9

What do the screens show for `CCCc1cc(=O)n2[nH]c(-c3cccc(Br)c3)cc2n1`?
NCOA3 inh: -85; TROY NFkB inh: -21; CF NFkB block: -11; EBV LMP1 NFkB: -12; Shn3 3UTR inh: -114; TWEAK-Fn14 inh: 0; LRH-1 inv ag: -52; NCOA1 inh: -80; KKLEB cytotox: -20; TRAIL sens C8: 26; NR2F2 inh: -34

What do the screens show for `CC(=O)Nc1cccc(C(=O)NC2CCCc3c2cnn3-c2ccc(C(C)(C)C)cc2)c1` (stereo unspecified)?
NCOA3 inh: -3; TROY NFkB inh: 28; CF NFkB block: -4; EBV LMP1 NFkB: 6; Shn3 3UTR inh: 13; TWEAK-Fn14 inh: 12; LRH-1 inv ag: -4; NCOA1 inh: -12; KKLEB cytotox: 1; TRAIL sens C8: 12; NR2F2 inh: 30

What do the screens show for `CSc1ncccc1C(=O)OCC(=O)N1CCN(S(=O)(=O)c2ccc(C)cc2C)CC1`?
NCOA3 inh: 11; TROY NFkB inh: 10; CF NFkB block: 6; EBV LMP1 NFkB: 3; Shn3 3UTR inh: 12; TWEAK-Fn14 inh: -17; LRH-1 inv ag: 2; NCOA1 inh: -15; KKLEB cytotox: -11; TRAIL sens C8: 0; NR2F2 inh: -1

Results for CN1CC2CCCC3(C1)C(=O)NC1(CCCCC1)N=C23 (stereo unspecified) ?
NCOA3 inh: 9; TROY NFkB inh: 7; CF NFkB block: 13; EBV LMP1 NFkB: 3; Shn3 3UTR inh: -32; TWEAK-Fn14 inh: 0; LRH-1 inv ag: 3; NCOA1 inh: -12; KKLEB cytotox: 1; TRAIL sens C8: -7

How did Cc1cc(C(=O)NNC(=S)NCc2ccco2)n(C)n1 do in these assays?
NCOA3 inh: 7; TROY NFkB inh: 10; CF NFkB block: -8; EBV LMP1 NFkB: -6; Shn3 3UTR inh: 22; TWEAK-Fn14 inh: -8; LRH-1 inv ag: 3; NCOA1 inh: -2; KKLEB cytotox: 1; TRAIL sens C8: 2; NR2F2 inh: 3

Results for Cc1ccc2nc3ccc(N4CCN(C)CC4)nn3c(=O)c2c1 ?
NCOA3 inh: -88; TROY NFkB inh: -27; CF NFkB block: -5; EBV LMP1 NFkB: -24; Shn3 3UTR inh: -74; TWEAK-Fn14 inh: -11; LRH-1 inv ag: -125; NCOA1 inh: -95; KKLEB cytotox: 10; TRAIL sens C8: 19; NR2F2 inh: -20

Results for CC1CCC2(CC1)NC(=O)N(CC(=O)Nc1cccc(S(=O)(=O)N3CCCCC3)c1)C2=O (stereo unspecified) ?
NCOA3 inh: 12; TROY NFkB inh: 6; CF NFkB block: -13; EBV LMP1 NFkB: -2; Shn3 3UTR inh: 40; TWEAK-Fn14 inh: -1; LRH-1 inv ag: -1; NCOA1 inh: -16; KKLEB cytotox: -6; TRAIL sens C8: -8; NR2F2 inh: 10

What do the screens show for `CCOc1cc(OCC)cc(C(=O)NCCCN2CCOCC2)c1`?
NCOA3 inh: 12; TROY NFkB inh: -3; CF NFkB block: 1; EBV LMP1 NFkB: 0; Shn3 3UTR inh: 7; TWEAK-Fn14 inh: -11; LRH-1 inv ag: -5; NCOA1 inh: -3; KKLEB cytotox: 5; TRAIL sens C8: 0; NR2F2 inh: -12

What do the screens show for `Cc1ccc(S(=O)(=O)N(C)C)cc1NC(=O)CCCNC(=O)c1ccc(Cl)cc1`?
NCOA3 inh: 0; TROY NFkB inh: 7; CF NFkB block: 9; EBV LMP1 NFkB: 3; Shn3 3UTR inh: -9; TWEAK-Fn14 inh: 12; LRH-1 inv ag: -4; NCOA1 inh: 8; KKLEB cytotox: -7; TRAIL sens C8: 9; NR2F2 inh: 9

What do the screens show for `Cc1ccn2c(=O)nc(SCC(=O)NCc3ccc(F)cc3)nc2c1`?
NCOA3 inh: -14; TROY NFkB inh: 5; CF NFkB block: 12; EBV LMP1 NFkB: -12; Shn3 3UTR inh: -5; TWEAK-Fn14 inh: -5; LRH-1 inv ag: -8; NCOA1 inh: 2; KKLEB cytotox: 0; TRAIL sens C8: -17; NR2F2 inh: 11

What do the screens show for `Nc1ccc(NS(=O)(=O)c2ccccc2)cc1`?
NCOA3 inh: 8; TROY NFkB inh: -3; CF NFkB block: -16; EBV LMP1 NFkB: 4; Shn3 3UTR inh: 5; TWEAK-Fn14 inh: -11; LRH-1 inv ag: -22; NCOA1 inh: -3; KKLEB cytotox: 11; TRAIL sens C8: -5; NR2F2 inh: 12

How did CC(=O)n1cc(/C=N/NC(=O)c2ccc(Cl)cc2)c2ccccc21 do in these assays?
NCOA3 inh: -34; TROY NFkB inh: -41; CF NFkB block: 7; EBV LMP1 NFkB: -20; Shn3 3UTR inh: -67; TWEAK-Fn14 inh: -10; LRH-1 inv ag: -25; NCOA1 inh: -28; KKLEB cytotox: 3; TRAIL sens C8: 11; NR2F2 inh: -13

What do the screens show for `OCCCNc1nc(-c2ccccc2)c2cc(Br)ccc2n1`?
NCOA3 inh: 4; TROY NFkB inh: -44; CF NFkB block: 8; EBV LMP1 NFkB: -4; Shn3 3UTR inh: 12; TWEAK-Fn14 inh: 1; LRH-1 inv ag: 6; NCOA1 inh: 14; KKLEB cytotox: -14; TRAIL sens C8: 8; NR2F2 inh: -10

What do the screens show for `COC(=O)C1=C(C)N(c2ccc(OC)c(OC)c2)C(=O)C1`?
NCOA3 inh: 3; TROY NFkB inh: -8; CF NFkB block: 15; EBV LMP1 NFkB: 4; Shn3 3UTR inh: -7; TWEAK-Fn14 inh: 18; LRH-1 inv ag: -22; NCOA1 inh: -7; KKLEB cytotox: 3; TRAIL sens C8: -5; NR2F2 inh: -22

Results for O=C(Nc1ccc([N+](=O)[O-])cc1)c1cccc(S(=O)(=O)Nc2cccnc2)c1 ?
NCOA3 inh: 3; TROY NFkB inh: 2; CF NFkB block: -9; EBV LMP1 NFkB: -5; Shn3 3UTR inh: 7; TWEAK-Fn14 inh: 2; LRH-1 inv ag: 7; NCOA1 inh: 14; KKLEB cytotox: 0; TRAIL sens C8: 6; NR2F2 inh: 2

Results for CCCn1c(CN2CCN(C(=O)OCC)CC2)nc2cc([N+](=O)[O-])ccc21 ?
NCOA3 inh: 2; TROY NFkB inh: 3; CF NFkB block: 7; EBV LMP1 NFkB: -1; Shn3 3UTR inh: 21; TWEAK-Fn14 inh: 1; LRH-1 inv ag: -41; NCOA1 inh: 0; KKLEB cytotox: -8; TRAIL sens C8: 5; NR2F2 inh: 2

What do the screens show for `CC(C)[C@H]1C(=O)Nc2ccccc2N1C(=O)N[C@@H](Cc1ccccc1)C(=O)N[C@H](Cc1ccccc1)C(=O)O`?
NCOA3 inh: -4; TROY NFkB inh: -9; CF NFkB block: 6; EBV LMP1 NFkB: -2; Shn3 3UTR inh: -10; TWEAK-Fn14 inh: 12; LRH-1 inv ag: -4; NCOA1 inh: 3; KKLEB cytotox: -5; TRAIL sens C8: 3; NR2F2 inh: 2

What do the screens show for `O=c1c2ccccc2nc2c3ccccc3ncn12`?
NCOA3 inh: -11; TROY NFkB inh: -31; CF NFkB block: 0; EBV LMP1 NFkB: -19; Shn3 3UTR inh: -23; TWEAK-Fn14 inh: -15; LRH-1 inv ag: -13; NCOA1 inh: -8; KKLEB cytotox: 4; TRAIL sens C8: 17; NR2F2 inh: -27

What do the screens show for `COc1ccc(-n2nc(C(=O)NCC(=O)N3CCCC3)c3ccccc3c2=O)c(OC)c1`?
NCOA3 inh: -4; TROY NFkB inh: -1; CF NFkB block: -3; EBV LMP1 NFkB: -6; Shn3 3UTR inh: -28; TWEAK-Fn14 inh: 5; LRH-1 inv ag: 15; NCOA1 inh: -19; KKLEB cytotox: -5; TRAIL sens C8: 7; NR2F2 inh: -32

What do the screens show for `CC(=O)N1N=C(c2cccc(NS(C)(=O)=O)c2)CC1c1cccs1` (stereo unspecified)?
NCOA3 inh: 8; TROY NFkB inh: 1; CF NFkB block: -19; EBV LMP1 NFkB: 2; Shn3 3UTR inh: 56; TWEAK-Fn14 inh: 6; LRH-1 inv ag: 10; NCOA1 inh: -25; KKLEB cytotox: 18; TRAIL sens C8: -10; NR2F2 inh: 11

How did Cc1ccc(NC(=O)C2(C)CCN2C(=O)Cc2ccccc2Cl)cc1C (stereo unspecified) do in these assays?
NCOA3 inh: 0; TROY NFkB inh: -8; CF NFkB block: 13; Shn3 3UTR inh: 6; TWEAK-Fn14 inh: -10; LRH-1 inv ag: -17; NCOA1 inh: -3; KKLEB cytotox: -8; TRAIL sens C8: 2; NR2F2 inh: 10

Results for O=C(CSc1ccc2ccccc2c1)NC1CCCc2ccccc21 (stereo unspecified) ?
NCOA3 inh: 27; TROY NFkB inh: -3; CF NFkB block: 3; EBV LMP1 NFkB: -3; Shn3 3UTR inh: 18; TWEAK-Fn14 inh: 4; LRH-1 inv ag: 22; NCOA1 inh: 9; KKLEB cytotox: 4; TRAIL sens C8: 1; NR2F2 inh: 14

What do the screens show for `O=C(CCN1C(=O)S/C(=C/c2ccc(Cl)cc2)C1=O)N1CCOCC1`?
NCOA3 inh: -6; TROY NFkB inh: -29; CF NFkB block: -5; EBV LMP1 NFkB: 7; Shn3 3UTR inh: -3; TWEAK-Fn14 inh: 18; LRH-1 inv ag: -4; NCOA1 inh: 6; KKLEB cytotox: -7; TRAIL sens C8: 10; NR2F2 inh: 5

Results for c1ccc(-c2ccc(-c3ccncn3)cc2)cc1 ?
NCOA3 inh: -93; TROY NFkB inh: -13; CF NFkB block: -6; EBV LMP1 NFkB: -28; Shn3 3UTR inh: -155; TWEAK-Fn14 inh: -16; LRH-1 inv ag: -123; NCOA1 inh: -57; KKLEB cytotox: 5; TRAIL sens C8: 38; NR2F2 inh: -7

What do the screens show for `CC(C)S(=O)(=O)c1ccc(C(=O)Nc2ccc(F)cc2F)cn1`?
NCOA3 inh: 9; TROY NFkB inh: -25; CF NFkB block: -4; EBV LMP1 NFkB: 4; Shn3 3UTR inh: -7; TWEAK-Fn14 inh: -20; LRH-1 inv ag: -27; NCOA1 inh: -7; KKLEB cytotox: 10; TRAIL sens C8: -10; NR2F2 inh: -6

What do the screens show for `COc1ccc(-c2nc3c(n2O)CCc2c-3no[n+]2[O-])cc1`?
NCOA3 inh: -15; TROY NFkB inh: -14; CF NFkB block: 15; EBV LMP1 NFkB: -26; Shn3 3UTR inh: -42; TWEAK-Fn14 inh: -3; LRH-1 inv ag: -25; NCOA1 inh: -65; KKLEB cytotox: 12; TRAIL sens C8: -3; NR2F2 inh: -11
